Hsp90 inh: tumor Hsp90 inhibitors, primary screen, cell lysate, fluorescence polarization, NCI-N417 lysate. Heat shock protein HSP 90-alpha (Homo sapiens), P07900. Cy3B-geldanamycin FP displacement. inhibition, % at 30 µM. 64,000 tested, 0.35% active. AID 429, 2006;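 active = inhibition above 50%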;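 note: 0% = tracer plus lysate wells and 100% = tracer alone without lysate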
JNK3 inh: JNK3 kinase activity inhibitors, primary screen, biochemical, human, purified enzyme | Mitogen-activated protein kinase 10 (Homo sapiens), P53779 | HTS | inhibition, % at 8 µM | 60,000 tested, 0.61% active; in the data active = inhibition above about 17%;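 note: 0% = DMSO and 100% = reference inhibitor; many of its hits are not listed in these tables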
Target sequence (P53779 whole entry, looked up): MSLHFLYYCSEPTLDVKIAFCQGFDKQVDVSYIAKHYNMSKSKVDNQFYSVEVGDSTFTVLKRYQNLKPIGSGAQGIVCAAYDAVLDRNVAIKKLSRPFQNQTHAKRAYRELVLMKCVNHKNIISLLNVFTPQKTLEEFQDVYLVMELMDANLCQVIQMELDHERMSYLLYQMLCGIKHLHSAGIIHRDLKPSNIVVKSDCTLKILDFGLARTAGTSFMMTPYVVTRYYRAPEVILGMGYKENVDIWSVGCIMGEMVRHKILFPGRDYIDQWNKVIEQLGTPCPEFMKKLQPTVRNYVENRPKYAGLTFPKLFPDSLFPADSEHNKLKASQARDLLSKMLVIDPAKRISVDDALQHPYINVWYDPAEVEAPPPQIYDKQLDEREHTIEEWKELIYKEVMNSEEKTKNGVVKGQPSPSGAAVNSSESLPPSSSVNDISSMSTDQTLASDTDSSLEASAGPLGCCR
FXIIa mix inh: human factor XIIa inhibitors, primary screen, biochemical, pooled compound mixtures, fluorogenic substrate | 62,000 tested, 0.2% active | purified FXIIa | inhibition, % at 5 µM | AID 684, 2007;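 note: 0% = enzyme without compound and 100% = no enzyme blank; some results filed as inactive read as strong as hits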
Cdc25B block: inhibitors of Cdc25B phosphatase catalytic domain, primary screen, biochemical, OMFP fluorescence. M-phase inducer phosphatase 2 (Homo sapiens), P30305. recombinant Cdc25B, OMFP fluorescence Ex485/Em525. inhibition, %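 (compounds tested at 10 µM final in the well)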. 65,000 tested, 0.1% active. AID 368, 2006; in the data active = inhibition above about 50%
MMP-13 inhibitor: human MMP13 inhibitors, primary screen, biochemical, FRET peptide cleavage; MMP-13 fTHP FRET cleavage, Mca fluorescence; 65,000 tested, 0.07% active; inhibition, % at 4 µM;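 active = inhibition above the mean of compound-free control plate wells plus 3 SD, cut at about 14% in these data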;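 note: 0% = DMSO wells and 100% = wells with reference MMP-13 inhibitor after basal subtraction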
FXIa inh mix: FXIa protease inhibitors in compound pools, primary screen, biochemical, 10-compound mixtures; purified FXIa, fluorogenic substrate, pooled mixtures; inhibition, % at 5 µM; 62,000 tested, 0.19% active; AID 680, 2007;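 note: each value is inhibition by a whole ten-compound pool holding the compound; 0% = enzyme with no mixture and 100% = wells lacking enzyme; strong numbers were not always called active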
AP complement: alternative complement pathway inhibitors, primary screen, biochemical, ELISA, human serum, orthogonally pooled compounds; LPS-coated ELISA, C3 deposition; tested in compound mixtures; inhibition, % at 5 µM; 62,000 tested, 0.08% active; AID 1235, 2008;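 active = inhibition above 30% in each of the two pooled mixtures holding the compound, so the lower value exceeds 30%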;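 note: 0% = serum in Mg-EGTA without compound and 100% = EDTA serum blank; some compounds past the cut are filed as inactive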
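Assay system: Human serum alternative complement pathway, C3 deposition on LPS-coated wells | Incubation: 1 h serum-compound exposure at 37 °C | Doses: 5 µM per compound in ten-compound mixtures | Read-out: Percent inhibition | Technique: ELISA with HRP anti-human C3 antibody, TMB substrate, absorbance 450 nm | Replication: Two pool placements per compound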
Abs 340nm: compound light absorbance at 340 nm, profiling panel, artefact control, biochemical, MLSMR library, data from PS, PMK, MK assays; compound absorbance at 340 nm, fold over control; fold change at 10 µM; 65,000 tested, under 10 active; AID 708, 2007;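 active = at 10 µM dose, initial 340 nm absorbance at least 2 fold that of control wells; inactive = change under 2 fold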;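 note: initial absorbance extrapolated from kinetic A340 decline of NADH oxidation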
DUSP1 inh: MKP-1 phosphatase inhibitors, primary screen, biochemical, in vitro; Dual specificity protein phosphatase 1 (Homo sapiens), P28562; recombinant MKP-1, OMFP hydrolysis fluorescence; inhibition, %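 (compounds tested at a single concentration somewhere between 10 and 100 µM)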; 65,000 tested, 0.15% active;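 active = inhibition above about 50%, limit read from the data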;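 note: 0% = DMSO max control wells and 100% = wells with enzyme stopped by NaOH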
Target sequence (P28562 whole entry, looked up): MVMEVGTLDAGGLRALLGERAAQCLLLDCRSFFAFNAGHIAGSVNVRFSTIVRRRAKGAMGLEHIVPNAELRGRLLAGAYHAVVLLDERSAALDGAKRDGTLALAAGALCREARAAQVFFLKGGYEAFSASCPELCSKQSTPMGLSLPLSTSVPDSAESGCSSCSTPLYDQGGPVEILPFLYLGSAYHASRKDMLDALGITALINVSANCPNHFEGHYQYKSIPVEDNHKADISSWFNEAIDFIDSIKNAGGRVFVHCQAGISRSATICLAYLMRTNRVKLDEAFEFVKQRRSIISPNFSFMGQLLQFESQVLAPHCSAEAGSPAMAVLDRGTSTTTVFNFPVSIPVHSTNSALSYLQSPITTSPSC
Starred values were filed as active, the others as inactive; . = no result given. Cut-off read from the data, not from the text of the source, unless noted: active = inhibition above about 20% (passing the limit was not always enough); inactive = the rest.

entry	Compound	Hsp90 inh	JNK3 inh	FXIIa mix inh	Cdc25B block	MMP-13 inhibitor	FXIa inh mix	AP complement	Abs 340nm	DUSP1 inh
1	CS(=O)(=O)NCc1nnc(SCc2ccccc2C(F)(F)F)o1	-1	2	-1	-5	6	-1	3	0.99	0
2	O=C(NCc1cccs1)c1cc2c(s1)CCCC2	1	-6	1	-6	7	5	13	0.99	11
3	Cc1csc2ncc(C(=O)Nc3ccccc3F)c(=O)n12	-5	-1	-1	-2	2	11	11	1.2	3
4	CCOC(=O)C1CCCN(C(=O)c2cc3nc(-c4cccc(OC)c4)cc(C(F)(F)F)n3n2)C1 (stereo not given)	0	2	6	-7	-6	3	2	1	28
5	O=C(O)CCSc1ccc2ccccc2n1	-2	28*	.	13	-2	.	.	1.1	-14
6	Cc1ccc(C(C#N)N2CCOCC2)cc1 (stereo not given)	-4	6	2	-5	3	2	11	1	11
7	COc1ccc(C(=O)N2CCCC(c3nc(-c4cc(OC)c(OC)c(OC)c4)no3)C2)cc1 (stereo not given)	-4	1	10	-18	5	5	18	1	9
8	Nc1nc(Cn2nnc(-c3ccccc3F)n2)nc(N2CCOCC2)n1	-1	-1	5	-6	1	-1	18	0.99	-8
9	O=C(CCCC(=O)N(CC(=O)NC1CCCCC1)Cc1ccc2c(c1)OCO2)Nc1ccccn1	2	5	-2	-7	-8	2	14	1	5
10	COc1ccc2[nH]c(C)c(C(=O)CN(C)C)c2c1	-2	2	6	-4	3	9	-9	1.1	2
11	Cn1c(-c2ccccc2)cnc1SCC(N)=O	0	2	11	4	2	-4	4	1	-17
12	COc1cc(OC)cc(-n2nnnc2SCC(=O)NCc2ccc3c(c2)OCO3)c1	-3	7	-4	4	0	-4	-9	1	-5

entry	Compound	Hsp90 inh	JNK3 inh	FXIIa mix inh	Cdc25B block	MMP-13 inhibitor	FXIa inh mix	AP complement	Abs 340nm	DUSP1 inh
13	CN(C)c1ccc(C2N(c3ccc(Cl)cc3)C(=O)C3CCCN32)cc1 (stereo not given)	-5	4	1	-8	0	8	8	1.1	13
14	CCOC(=O)C1CCCN(C(=O)C2CCN(S(=O)(=O)CC)CC2)C1 (stereo not given)	-5	1	3	-7	5	3	-1	1	-3
15	CCC(C)C(NC(=O)OC(C)(C)C)C(=O)NCc1ccco1 (stereo not given)	-3	-1	4	-10	0	-3	19	1	10
16	O=C1CC(N2CCN(c3ccccc3Cl)CC2)C(=O)N1c1cccc(F)c1 (stereo not given)	-4	-2	-21	0	3	3	12	1	14
17	CCCN(CCC)C(=O)C1c2ccccc2Oc2ccccc21	-2	-2	-14	-6	1	8	-5	1	13
18	O=C(NCc1cccs1)c1ccncc1	-5	6	10	2	3	7	16	1	2
19	COc1cccc(-c2cc(C(F)(F)F)n3ncc(C(=O)NCC4CCCO4)c3n2)c1 (stereo not given)	1	1	10	6	2	0	12	1.1	4
20	CCCNC(=O)C(Cc1ccccc1)NS(=O)(=O)c1cccc2nsnc12 (stereo not given)	-3	0	-2	-5	-1	6	13	1	-4
21	CCN1CCN(Cc2ccc3c(c2)Cc2ccccc2-3)CC1	-5	-1	3	5	0	2	15	1	0
22	O=C1c2cccnc2C(Nc2ccc(S(=O)(=O)N3CCCCC3)cc2)N1Cc1ccccc1 (stereo not given)	-7	-3	4	-3	-7	8	20	1	32
23	O=C(O)c1ccc(COc2c(F)c(F)cc(F)c2F)cc1	-2	-3	6	-3	2	2	13	0.99	-1
24	C=CCNc1nc2c(c(=O)n(C)c(=O)n2C)n1Cc1ccc(F)cc1	0	-4	9	0	-1	1	14	1	8

entry	Compound	Hsp90 inh	JNK3 inh	FXIIa mix inh	Cdc25B block	MMP-13 inhibitor	FXIa inh mix	AP complement	Abs 340nm	DUSP1 inh
25	Cc1cc(=O)[nH]c(SCC(=O)Nc2nnc(CC(C)C)s2)n1	-2	-5	0	-8	3	5	2	0.99	0
26	CC1(C(=O)NC2CCCC2)CCC(=O)N1CCC1=CCCCC1 (stereo not given)	-3	-2	-20	0	2	2	-1	1	9
27	COc1ccc(S(=O)(=O)N2CCC(C(=O)c3ccc4c(c3)OCCO4)CC2)cc1	-2	-10	1	18	5	-1	-4	1	19
28	O=C(NCc1cccnc1)Nc1ccc(F)cc1F	1	-3	4	-5	6	-39	16	1	22
29	CCN(CC)c1cccc(OCC(=O)N(C)CCC#N)c1	-33	-11	4	-9	0	4	5	1	29
30	Cc1ccc(NC(=O)C2CCN(C(=O)NC3CCCCC3)CC2)cc1Cl	-2	-4	3	0	-4	-3	-4	0.98	-8
31	Cn1cc(CN2CCc3ccccc3C2)c2ccccc21	-8	.	11	-6	4	15	7	0.99	13
32	O=C(c1ccc(NC2=NC3CS(=O)(=O)CC3S2)cc1)N1CCN(C(=O)c2ccco2)CC1 (stereo not given)	-4	5	-15	-42	-4	4	10	1	-7
33	O=C(Nc1ccc(F)cc1F)NC1CC(=O)N(Cc2ccccc2)C1 (stereo not given)	-9	-4	9	-8	2	4	-4	1	-2
34	CCOC(=O)N1CCC(NC(=O)CSCc2nc(-c3ccc(OC)c(OC)c3)oc2C)CC1	0	1	1	-5	-23	-2	-6	1	42
35	COc1ccc(C2c3c(oc4ccccc4c3=O)C(=O)N2c2ccccn2)cc1 (stereo not given)	-2	-1	0	-4	2	10	18	1.1	14
36	COc1ccc(-c2cc(=O)[nH]c(=O)[nH]2)cc1	-5	5	.	-3	0	.	.	1	-19

entry	Compound	Hsp90 inh	JNK3 inh	FXIIa mix inh	Cdc25B block	MMP-13 inhibitor	FXIa inh mix	AP complement	Abs 340nm	DUSP1 inh
37	Cc1ccc(S(=O)(=O)N2CCN(c3nc(C)c4c(c3C#N)CC(C)(C)OC4)CC2)cc1	-2	9	.	4	-30	.	.	1.1	-9
38	CCN(C1CCCCC1)S(=O)(=O)c1ccc(S(=O)(=O)NCCc2ccncc2)cc1	3	0	-5	-12	-9	3	-16	1	4
39	Cc1cc2c(cc(C(=O)OCC(=O)NCc3cccs3)n2C(C)C)o1	-4	-1	7	-3	2	16	4	0.98	-10
40	Cc1ccc(OCCn2nc3ccccc3n2)c(C)c1	1	9	12	-11	1	-25	22	1	-15
41	Cc1cc(C)n(-c2nc3ccccc3nc2Nc2ccc3[nH]c(=O)[nH]c3c2)n1	14	-2	0	-1	0	-15	-4	1	-9
42	CCOC(=O)C1CCCN(CCC(=O)Nc2c(C(=O)OC)[nH]c3cc(OC)ccc23)C1 (stereo not given)	-5	-5	-18	4	0	-2	-12	1.1	1
43	CNc1nc(Nc2ccc(C(C)=O)cc2)nc(OC(C(F)(F)F)C(F)(F)F)n1	.	.	19	-2	.	7	23	1.1	14
44	CC(=O)c1cccc(NC(=O)COc2ccccc2)c1	-16	8	1	1	-4	0	3	0.99	-3
45	CCCCNC(=O)CSc1nccn1Cc1ccccc1	-3	-4	5	5	4	2	-18	1.1	11
46	Cc1ccc(C(=O)Cn2c(NCCO)nc3ccccc32)cc1	0	1	31	3	1	12	-1	1	3
47	COC(=O)Cc1c(C)nc2nc(-c3cccnc3)[nH]n2c1=O	-1	0	-4	4	3	5	7	1	-12
48	O=C(Cn1cccc1)Nc1ccc(F)cc1F	-2	-4	-2	-14	-1	3	14	0.98	-7

Structural class, the entries above with fluorine (12)
entry	Compound	Hsp90 inh	JNK3 inh	FXIIa mix inh	Cdc25B block	MMP-13 inhibitor	FXIa inh mix	AP complement	Abs 340nm	DUSP1 inh
1	CS(=O)(=O)NCc1nnc(SCc2ccccc2C(F)(F)F)o1	-1	2	-1	-5	6	-1	3	0.99	0
3	Cc1csc2ncc(C(=O)Nc3ccccc3F)c(=O)n12	-5	-1	-1	-2	2	11	11	1.2	3
4	CCOC(=O)C1CCCN(C(=O)c2cc3nc(-c4cccc(OC)c4)cc(C(F)(F)F)n3n2)C1 (stereo not given)	0	2	6	-7	-6	3	2	1	28
8	Nc1nc(Cn2nnc(-c3ccccc3F)n2)nc(N2CCOCC2)n1	-1	-1	5	-6	1	-1	18	0.99	-8
16	O=C1CC(N2CCN(c3ccccc3Cl)CC2)C(=O)N1c1cccc(F)c1 (stereo not given)	-4	-2	-21	0	3	3	12	1	14
19	COc1cccc(-c2cc(C(F)(F)F)n3ncc(C(=O)NCC4CCCO4)c3n2)c1 (stereo not given)	1	1	10	6	2	0	12	1.1	4
23	O=C(O)c1ccc(COc2c(F)c(F)cc(F)c2F)cc1	-2	-3	6	-3	2	2	13	0.99	-1
24	C=CCNc1nc2c(c(=O)n(C)c(=O)n2C)n1Cc1ccc(F)cc1	0	-4	9	0	-1	1	14	1	8
28	O=C(NCc1cccnc1)Nc1ccc(F)cc1F	1	-3	4	-5	6	-39	16	1	22
33	O=C(Nc1ccc(F)cc1F)NC1CC(=O)N(Cc2ccccc2)C1 (stereo not given)	-9	-4	9	-8	2	4	-4	1	-2
43	CNc1nc(Nc2ccc(C(C)=O)cc2)nc(OC(C(F)(F)F)C(F)(F)F)n1	.	.	19	-2	.	7	23	1.1	14
48	O=C(Cn1cccc1)Nc1ccc(F)cc1F	-2	-4	-2	-14	-1	3	14	0.98	-7

Screening data: PubChem, several laboratories
